Screens from PubChem BioAssay.
PHOSPHO1 inh: PHOSPHO1 (human) inhibition; Q8TCT1; 290,000 compounds, 1.1% hits; recombinant PHOSPHO1, absorbance phosphatase assay; inhibition, % at 13.3 µM; AID 1565; in the data active means inhibition above about 60%
Target sequence (Q8TCT1 whole entry, looked up): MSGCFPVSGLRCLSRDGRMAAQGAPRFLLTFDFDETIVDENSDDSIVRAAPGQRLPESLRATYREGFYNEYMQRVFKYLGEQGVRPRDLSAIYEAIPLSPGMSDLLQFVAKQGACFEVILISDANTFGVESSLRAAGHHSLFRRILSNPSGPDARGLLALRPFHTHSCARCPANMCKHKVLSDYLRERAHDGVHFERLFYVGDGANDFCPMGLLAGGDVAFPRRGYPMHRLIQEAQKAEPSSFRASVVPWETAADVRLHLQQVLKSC
FID counter: displaces DNA intercalator in HCV helicase counter-screen. DNA fluorescent intercalator displacement, fluorescence. inhibition, % at 7.9 µM. 290,000 compounds, 0.17% hits; in the data active means inhibition above about 37%;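 further: 0% = vehicle and 100% = reference compound; higher means more ethidium bromide displaced from hairpin DNA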
GPR7 antagonist: human neuropeptides B/W receptor 1 antagonism | GPR7-expressing cells, fluorescence antagonist assay | inhibition, % at 4.4 µM | 290,000 compounds, 1.1% hits | AID 1861; in the data active means inhibition above about 16%, passing the limit was not always enough;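 further: cells stimulated with the agonist NPW; 0% = agonist with vehicle and 100% = vehicle without agonist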
Target sequence (P48145 whole entry, looked up): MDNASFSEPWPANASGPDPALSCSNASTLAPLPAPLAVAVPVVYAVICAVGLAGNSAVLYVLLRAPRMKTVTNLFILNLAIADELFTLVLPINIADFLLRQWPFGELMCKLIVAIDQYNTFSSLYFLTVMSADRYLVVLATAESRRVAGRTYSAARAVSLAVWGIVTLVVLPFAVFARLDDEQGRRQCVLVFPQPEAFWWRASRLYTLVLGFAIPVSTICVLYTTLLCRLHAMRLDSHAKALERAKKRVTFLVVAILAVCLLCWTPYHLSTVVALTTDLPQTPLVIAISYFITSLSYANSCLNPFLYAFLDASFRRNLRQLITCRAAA
VIM-2 inhibitor: inhibitors of Pseudomonas aeruginosa VIM-2 metallo-beta-lactamase | purified VIM-2, nitrocefin hydrolysis, epi-absorbance fluorescence | 290,000 compounds, 0.89% hits | inhibition, % at 5.6 µM;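 active means inhibition above the mean of all tested compounds plus 3 SD, cutoff set per screening run, cut at about 7.5% in these data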;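 further: red hydrolysis product quenches plate fluorescence so inhibitors raise well fluorescence; 0% = enzyme with DMSO and 100% = DMSO without enzyme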
OXTR ag: activates the human oxytocin receptor. CHO-OTR cells, Fluo-8 calcium fluorescence; normalized: DMSO 0%, oxytocin 100%. AID 2435. P30559. 320,000 compounds, 0.32% hits. activation, % at 3 µM;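 active means activation above the mean of all tested compounds plus 3 SD, cutoff set per screening run, cut at about 20% in these data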;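 further: peak over basal fluorescence ratio from a 100 s FLIPR kinetic read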
IMP-1 inh: inhibitors of Pseudomonas aeruginosa IMP-1 metallo-beta-lactamase | purified IMP-1, nitrocefin hydrolysis, epi-absorbance fluorescence | inhibition, % at 5.6 µM | 290,000 compounds, 0.45% hits | AID 1556;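 active means inhibition above the mean plus 3 SD of all compounds in the same screening run, cut at about 4.5% in these data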;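 further: 0% = IMP-1 with DMSO and 100% = DMSO wells lacking enzyme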
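Assay system: purified recombinant IMP-1 beta-lactamase. Input: IMP-1 0.2 nM before substrate addition. Buffer or medium: Zinc- and detergent-supplemented HEPES buffer, pH 7.1. Schedule: 25 °C, 15 min preincubation, 25 min reaction. Signal: Epi-absorbance fluorescence, 480 nm excitation, 530 nm emission. Evaluation: percent inhibition from optical density relative to buffer-blank wells.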
HCV NS3 hel inh: inhibitors of Hepatitis C virus NS3 helicase; AID 1800; inhibition, % at 10.9 µM; NS3 helicase DNA unwinding, Cy5 molecular beacon fluorescence; 290,000 compounds, 0.56% hits;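 active means inhibition above the mean of all tested compounds plus 3 SD, set per campaign, cut at about 35% in these data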;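 further: 0% = DMSO wells and 100% = thioflavine S control wells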
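System: HCV NS3 helicase fragment; control set: DMSO and thioflavine S; technique: Cy5 fluorescence at 0 and 60 min, beacon hairpin quenching; reagent: beacon DNA duplex substrate plus ATP; replicates: singlicate; schedule: 1 h reaction at 25 °C, ATP-initiated; medium: MOPS buffer pH 6.5 with MgCl2, DTT, Tween20, BSA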
V1aR counter: V1a receptor agonism, counter-screen for OXTR agonists. P37288. CHO-V1R cells, Fluo-8 calcium fluorescence, agonist mode; 0% DMSO, 100% 3 nM vasopressin. activation, % at 3 µM. 320,000 compounds, 0.25% hits. AID 2797;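 active means activation above the mean activation of all tested compounds plus 3 SD, per screening run, cut at about 20% in these data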;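 further: signal is peak over basal fluorescence ratio across a 100 second FLIPR read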
GalR3 antag: blocks the human galanin receptor 3 | O60755 | HEK293 GalR3-CNG cAMP membrane potential fluorescence; galR3 body fused to GalR1 C-terminus | inhibition, % at 3 µM | 360,000 compounds, 0.44% hits | AID 651719;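 active means inhibition above the screen-wide average plus 3 SD, cut at about 13% in these data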;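 further: forskolin and galanin both at EC90 stimulate the cells; cAMP rise reported by CNG channel membrane potential dye signal; 0% = forskolin plus galanin with DMSO and 100% = forskolin alone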
Target sequence (O60755 1-299 limits assumed): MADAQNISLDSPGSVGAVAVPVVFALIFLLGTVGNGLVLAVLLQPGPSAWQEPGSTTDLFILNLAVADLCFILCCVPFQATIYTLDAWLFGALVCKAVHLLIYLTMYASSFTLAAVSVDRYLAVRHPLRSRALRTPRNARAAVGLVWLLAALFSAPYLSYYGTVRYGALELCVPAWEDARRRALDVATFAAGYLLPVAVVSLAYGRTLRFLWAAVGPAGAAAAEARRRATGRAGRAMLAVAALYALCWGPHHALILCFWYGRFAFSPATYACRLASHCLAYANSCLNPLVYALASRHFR
Numbers without * were called inactive; · = no result given.

molecule	PHOSPHO1 inh	FID counter	GPR7 antagonist	VIM-2 inhibitor	OXTR ag	IMP-1 inh	HCV NS3 hel inh	V1aR counter	GalR3 antag
CNC(=S)Nc1ccc(OC(F)(F)F)cc1	18	-9	16	2.1	1.4	-0.7	8	1.9	0
O=C1CCc2cc(S(=O)(=O)N3CCC(C(=O)NCCC4=CCCCC4)CC3)ccc2N1	-12	-4	-2	-5.3	-0.8	-4.2	-1	-0.2	0
CC(=O)N1CCC2(CC1)C(C#N)=C(N)Oc1n[nH]c(C)c12	9	-6	-8	0.4	0.2	-2.9	1	0.2	1
COc1ccc(C(C(=O)NC(C)(C)C)N(C(=O)CCC(=O)Nc2cc(C)on2)c2ccc3c(c2)OCCO3)cc1 (stereo unspecified)	17	-46	-13	-1.8	-0.6	-2.5	-14	-0.1	-7
Nc1nc(NC(=O)c2ccccc2)nn1-c1ccccc1	-7	3	-6	-3.2	-1.0	-2.8	1	0.4	-4
C#CCOCCOCCOCCNc1nc(N2CCN(C(=O)[C@H](CCCCN)n3cc([C@@H](N)CO)nn3)CC2)nc(N2CCN(C(=O)[C@H](Cc3cc4ccccc4[nH]3)n3cc([C@@H](N)CC(C)C)nn3)CC2)n1	9	49*	2	-0.2	0.0	-2.2	-64	0.7	·
COCC(C)NCc1ccc(OC)c(Br)c1 (stereo unspecified)	49	3	1	2.0	0.5	-0.1	-1	0.4	-6
CCc1nnc(NC(=O)c2c(C)nn(-c3ccccc3)c2Cl)s1	-4	-30	-7	-4.4	-0.8	-2.3	-7	-0.8	-4
CC(=O)Nc1ccc2c(c1)CCc1ccccc1-2	44	-1	16	-0.7	0.9	-1.9	1	3.4	-10
CC(C)C(NC(=O)OCc1ccccc1)C(=O)OCC(=O)NC1CC1 (stereo unspecified)	-13	-9	-2	-2.7	0.5	-3.0	10	-0.6	-2

Reprinted at random: two compounds from above
molecule	PHOSPHO1 inh	FID counter	GPR7 antagonist	VIM-2 inhibitor	OXTR ag	IMP-1 inh	HCV NS3 hel inh	V1aR counter	GalR3 antag
CNC(=S)Nc1ccc(OC(F)(F)F)cc1	18	-9	16	2.1	1.4	-0.7	8	1.9	0
CCc1nnc(NC(=O)c2c(C)nn(-c3ccccc3)c2Cl)s1	-4	-30	-7	-4.4	-0.8	-2.3	-7	-0.8	-4

Later entries.
molecule	PHOSPHO1 inh	FID counter	GPR7 antagonist	VIM-2 inhibitor	OXTR ag	IMP-1 inh	HCV NS3 hel inh	V1aR counter	GalR3 antag
O=C(NCc1ccc(OC(F)(F)F)cc1)C1CCC(=O)N(C2CC2)C1 (stereo unspecified)	·	-4	-6	-2.3	·	-1.9	-1	·	0
CC(C)(C)NC(=O)NC(=O)CSc1ncc(C(F)(F)F)cc1Cl	11	-11	-6	-3.6	-1.3	-1.5	4	-1.2	·
Cn1c(=O)c2c(nc(CN3CCN(C(=O)c4ccco4)CC3)n2CCCc2ccccc2)n(C)c1=O	7	-46	-5	0.9	-0.1	-0.9	-14	0.8	·
CSc1nnnn1-c1ccc(Cl)cc1	4	-3	-6	-1.8	0.0	-2.5	-4	-0.1	-3
CC1(CCc2ccccc2)NC(=O)N(Cc2nnc(-c3ccccc3Br)o2)C1=O (stereo unspecified)	-15	-27	-12	-0.8	3.0	-0.7	4	2.3	0
COC(=O)c1ccc(C)c(NS(=O)(=O)c2ccc(OC)cc2)c1	-6	-8	9	-3.6	-0.7	-2.6	-1	0.9	-1
COc1ccc(C2=NOC(C(=O)Nc3c(C)n(C)n(-c4ccccc4)c3=O)C2)cc1OC (stereo unspecified)	19	-5	-12	1.7	1.1	-3.0	2	1.4	1
CC(=O)Nc1ccc(N/C=C/C(=O)c2ccco2)cc1	-10	-6	-12	-1.7	0.3	-1.8	1	0.5	-3
Cc1ccc(C(=O)NCc2ccncc2)cc1S(=O)(=O)N1CCCCC1	27	-13	-13	-3.9	-0.4	-1.6	-6	2.5	-1
NC(=O)CNC(=O)[C@@H]1CC2(CC(c3ccc(Cl)cc3)=NO2)CN1C(=O)c1ccccc1 (stereo partly specified)	20	-25	-5	-2.7	-0.8	-1.8	3	-0.5	-4
Cc1ccc(CC(=O)NC2CCSC2=O)cc1 (stereo unspecified)	44	2	-11	-0.3	0.5	-0.7	-11	0.1	-7
COc1cc(CNCCc2ccccc2)ccc1OCC(=O)NC(C)(C)C	32	14	-11	-3.3	1.5	-0.7	2	0.5	-5
O=C(O)CCCCCn1c(SCC(=O)N2CCCC2)nc2ccsc2c1=O	32	-24	4	-5.4	1.6	-2.8	2	0.0	-6
COc1ccc(NC(C)=O)c(C)c1	-3	2	-10	-2.3	-0.1	-3.6	-10	1.1	-3
COc1ccc(-c2cn3c(C)c(C(=O)Nc4cccc(C)n4)sc3n2)cc1	-2	-8	-5	0.7	2.0	-2.2	9	3.2	-7
CCN(CC)S(=O)(=O)c1ccc(NC(=O)COC(=O)CNS(=O)(=O)/C=C/c2ccccc2)cc1	0	-14	-15	-0.8	3.7	-3.7	-7	3.7	-3
COc1ccc(/C=C/C(=O)NCc2cccnc2)cc1	-15	-1	-1	-3.0	-0.8	-3.2	-2	0.6	-4
COc1cc(C(=O)Nc2ccccc2C(=O)Nc2ccccn2)cc(OC)c1OC	1	-28	-3	0.6	0.0	-0.1	27	0.7	-9
CCCn1c(=O)c(C(=O)Nc2ccccc2)c(O)c2ccccc21	-9	3	-7	-0.3	0.4	-2.5	-2	0.6	-4
COC(=O)c1nnc(-c2ccccc2)nc1OC	45	0	-10	-1.1	1.5	-3.3	-5	0.8	-1
Cc1cccc(NCc2nc(SCC(N)=O)n[nH]2)c1	-13	-1	-2	-2.8	0.2	-3.6	-6	0.2	-4
C=CCNC(=O)c1c(Cl)nc(C)c([N+](=O)[O-])c1C	3	3	-11	-1.5	-0.6	-3.9	2	0.7	-4
CCCc1c(C(=O)N/N=C/c2c(OC)ccc3ccccc23)nnn1-c1nonc1N	18	-13	6	-2.9	0.3	-1.1	10	1.2	-7
COCc1ccc(C(=O)N2CCCC(N3CCN(c4ccc(F)cc4)CC3)C2)o1 (stereo unspecified)	4	-28	-17	0.7	1.3	-1.4	4	3.8	0
Cc1[nH]c2ccccc2c1C(=O)C(=O)NCCc1ccc(S(N)(=O)=O)cc1	6	-2	-5	-2.4	-0.5	-0.7	3	-0.8	-1
Cc1ccc(NC(=O)CSCc2cc(=O)n3nc(C4CC4)sc3n2)cc1	12	-9	-7	-2.0	-0.1	-1.2	-5	0.1	0
Cc1ccc(S(=O)(=O)c2c(N)n(CCN3CCOCC3)c3nc4ccccc4nc23)cc1C	5	-2	-14	0.7	-0.7	-2.3	-5	-0.2	-3
CCOC(=O)C1CCN(C(=O)c2cc3c(=O)n4cccc(C)c4nc3s2)CC1	35	-35	-21	10*	0.0	-0.5	-8	0.5	-6
Cc1[nH]c2ccccc2c1CCNC(=O)c1c(N)no[n+]1[O-]	20	9	3	7.2	-0.1	-1.6	-11	-0.1	7
O=C(CCc1ccccc1)N/N=C/c1cccc(O)c1	44	-2	-2	-1.5	1.1	-2.2	11	0.4	-8
COC(=O)N/N=C/c1ccc(-c2ccc(Cl)c(Cl)c2)o1	7	-1	-6	-1.8	0.2	-1.9	14	-0.1	0
CCOc1ccccc1N1C(=O)c2ccc(S(=O)(=O)c3ccc(C(=O)O)cc3)cc2C1=O	16	-16	-1	-1.4	0.6	-1.0	10	0.7	-8
CC(C)(C)N(NC(=O)Nc1ccc(Cl)cc1)C(=O)c1ccccc1	38	-1	5	-0.6	3.4	0.1	-7	4.9	-1
CCC(=O)N1CCc2cc(S(=O)(=O)NCCCOC)ccc21	-1	-3	-13	-3.5	1.9	-3.3	4	0.5	0
CCCc1n[nH]c2c1/C(=N\OCC)CC(C)(C)C2	53	-20	-15	-1.1	-2.2	-1.5	-5	-1.3	-6
CCc1cc2c(=O)c(-c3nc4ccccc4n3C)coc2c(CN2CCC(C)CC2)c1O	32	-24	-19	-3.5	·	-2.8	10	·	-10
CSCCC(NC(=O)c1cc([N+](=O)[O-])ccc1Cl)C(=O)O (stereo unspecified)	3	1	1	0.5	0.1	0.9	12	0.4	-1
CS(=O)(=O)NNC(=O)C1Cc2c(ccc3ccccc23)O1 (stereo unspecified)	28	-8	-10	-1.3	3.2	-0.9	-3	4.3	-9
O=C(CSc1nc(C2CC2)nc2ccccc12)N1CCc2ccccc2C1	16	-3	-8	-1.1	-1.8	-1.8	-1	-1.4	·
CC(CN(C)Cc1ccccc1)OC(=O)c1cccc(F)c1 (stereo unspecified)	-13	-2	-9	-4.6	-2.1	-3.9	-4	1.8	3
Cc1ccccc1NC(=O)c1cccc(S(=O)(=O)N2CCOCC2)c1	28	-2	-11	1.7	1.6	-1.7	-8	0.3	-10
O=C(N/N=C/c1ccc2c(c1)OCO2)c1cccc(NC(=O)c2ccccc2Cl)c1	28	-26	8	-2.9	2.8	1.0	8	5.7	-9
CCCC(c1nnnn1CCC(C)C)N1CCC(C(N)=O)CC1 (stereo unspecified)	13	-8	-3	-0.6	-0.2	0.9	15	-0.1	-8
CCN(C(=O)CSc1nnc(Cc2cccc3ccccc23)n1N)C1CCS(=O)(=O)C1 (stereo unspecified)	0	-17	-7	3.0	-1.1	-1.1	15	-0.2	-1
COc1ccc(C(CNC(=S)NCc2ccccc2)N2CCCC2)cc1 (stereo unspecified)	-43	22	1	-2.8	7.6	-3.0	7	8.0	-4
COc1ccc(CNc2ccc(S(N)(=O)=O)cc2)cc1	9	-2	1	0.5	0.2	-0.4	11	0.3	-4
CCc1nnc(NC(=O)C2CCN(S(=O)(=O)c3ccc(C)cc3)CC2)s1	36	-4	6	-0.9	-0.1	-2.3	3	-0.2	-7

One compound at a time, as listed above:
Cc1ccccc1NC(=O)c1cccc(S(=O)(=O)N2CCOCC2)c1 is listed with PHOSPHO1 inh = 28; FID counter = -2; GPR7 antagonist = -11; VIM-2 inhibitor = 1.7; OXTR ag = 1.6; IMP-1 inh = -1.7; HCV NS3 hel inh = -8; V1aR counter = 0.3; GalR3 antag = -10
CCCC(c1nnnn1CCC(C)C)N1CCC(C(N)=O)CC1 (stereo unspecified) is listed with PHOSPHO1 inh = 13; FID counter = -8; GPR7 antagonist = -3; VIM-2 inhibitor = -0.6; OXTR ag = -0.2; IMP-1 inh = 0.9; HCV NS3 hel inh = 15; V1aR counter = -0.1; GalR3 antag = -8
CCN(C(=O)CSc1nnc(Cc2cccc3ccccc23)n1N)C1CCS(=O)(=O)C1 (stereo unspecified) is listed with PHOSPHO1 inh = 0; FID counter = -17; GPR7 antagonist = -7; VIM-2 inhibitor = 3.0; OXTR ag = -1.1; IMP-1 inh = -1.1; HCV NS3 hel inh = 15; V1aR counter = -0.2; GalR3 antag = -1
